14-3-3g Raf = alters human 14-3-3 gamma binding to Raf peptide | FP, 14-3-3gamma / TMR-pS259-Raf peptide binding | inhibition, % at 40 µM | actives 0.19% (n = 160,000); in the data active = inhibition above about 30%;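 note: 0% = protein plus tracer without compound and 100% = blank with tracer alone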
Target sequence (P61981 whole entry, looked up): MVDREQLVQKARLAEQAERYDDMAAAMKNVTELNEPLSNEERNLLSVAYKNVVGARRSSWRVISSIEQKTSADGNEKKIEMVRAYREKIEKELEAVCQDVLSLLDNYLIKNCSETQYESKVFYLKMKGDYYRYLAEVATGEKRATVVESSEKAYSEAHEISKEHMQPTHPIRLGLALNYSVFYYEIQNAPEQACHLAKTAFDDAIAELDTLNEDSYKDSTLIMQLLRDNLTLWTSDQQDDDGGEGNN
Numbers without * were called inactive; & = joins results of further samples. Only part of the results is shown. The share of hits here may be higher or lower than overall.

Start of the listing, in advance:
SMILES	14-3-3g Raf
O=C(NCCCN1CCN(c2ccc(F)cc2)CC1)c1cccc(N2CCCC2=O)c1	-2&-3
COc1cccc(C=Nc2cc(C)on2)c1O	4&3
CN(C)c1ccc(C(=O)CC2(O)C(=O)N(Cc3ccccc3)c3ccccc32)cc1 (stereo not drawn)	-9
O=C(c1ccc(CS(=O)(=O)Cc2cccc(Cl)c2)o1)N1CCOCC1	-7
CCNC(=O)CC1C(=O)N(c2ccccc2)C(=O)N1CCc1ccc(OC)cc1 (stereo not drawn)	5
O=C1CCCC2=C1C(c1ccncc1)c1c(nc(SCc3ccccc3)[nH]c1=O)N2 (stereo not drawn)	-9
CCC1CCCCN1Cc1c(O)ccc2c(C)cc(=O)oc12 (stereo not drawn)	-8

This part in full, from the first entry:
SMILES	14-3-3g Raf
O=C(NCCCN1CCN(c2ccc(F)cc2)CC1)c1cccc(N2CCCC2=O)c1	-2&-3
COc1cccc(C=Nc2cc(C)on2)c1O	4&3
CN(C)c1ccc(C(=O)CC2(O)C(=O)N(Cc3ccccc3)c3ccccc32)cc1 (stereo not drawn)	-9
O=C(c1ccc(CS(=O)(=O)Cc2cccc(Cl)c2)o1)N1CCOCC1	-7
CCNC(=O)CC1C(=O)N(c2ccccc2)C(=O)N1CCc1ccc(OC)cc1 (stereo not drawn)	5
O=C1CCCC2=C1C(c1ccncc1)c1c(nc(SCc3ccccc3)[nH]c1=O)N2 (stereo not drawn)	-9
CCC1CCCCN1Cc1c(O)ccc2c(C)cc(=O)oc12 (stereo not drawn)	-8
CC(C)Oc1ccc(C2/C(=C(/O)c3ccc(F)cc3)C(=O)C(=O)N2CCCN(C)C)cc1 (stereo not drawn)	-7
CCOc1ccc(OCC)c(NC(=O)CN2C(=S)NC(C)(C)CC2C)c1 (stereo not drawn)	0
COc1ccc(Cn2c(SCC(N)=O)nc3c(sc4ccc([N+](=O)[O-])cc43)c2=O)cc1	0
Cc1cc(NS(=O)(=O)c2ccccc2)ccc1-c1cc2ccccc2oc1=O	-3
Cc1noc(NS(=O)(=O)c2ccc(NC(=O)c3cc4c(=O)n5cccc(C)c5nc4s3)cc2)c1C	-38
Cc1ccc(C(=O)Nc2ccccc2C(=O)NC(C(=O)O)C(C)C)cc1 (stereo not drawn)	-3
O=C(c1ccc(C(F)(F)F)cc1)N1CCOCC1	11
O=C(COc1ccccc1)Nc1ccc(NC(=O)c2ccccc2)cc1	-3
Cc1ccc(NC(=O)c2cc3ccccc3oc2=O)c([N+](=O)[O-])c1	2
COc1ccc(NC(=O)CS(=O)(=O)c2cn(Cc3cccc(F)c3)c3ccccc23)cc1	4
COc1ccccc1OCCCCNCCO	0
O=C(Nc1ccc2c(c1)OCCO2)c1ccco1	1
O=C(Nc1c2c(nn1-c1ccc(F)cc1)CS(=O)C2)c1ccc(S(=O)(=O)N2CCCCC2)cc1 (stereo not drawn)	-3
Cc1c(Cl)cccc1NC(=O)Cn1c2ccccc2c(=O)c2ccccc21	0
COCC(C)n1c(C)cc(C(=O)COC(=O)c2c(NC(C)=O)sc(C)c2C)c1C (stereo not drawn)	-6
CCCCOc1ccc(C(=O)Nc2ccc(-c3cc4ccccc4oc3=O)cc2)cc1	-9
COCCOC(=O)C1=C(C)N(C)C(=O)NC1c1ccccc1F (stereo not drawn)	1
COc1ccc(Cl)cc1NC(=O)CSc1nc2ccccc2n1S(=O)(=O)c1ccc(Br)cc1	8
O=C(Nc1cccc2ccccc12)c1cnn2c(C(F)(F)F)cc(-c3ccccc3)nc12	4
Cc1[nH]nc2c1C(c1ccc([N+](=O)[O-])cc1)C1=C(CC(C)(C)CC1=O)N2 (stereo not drawn)	0
COC(=O)C1=CN(Cc2ccc(OC)c(OC)c2)C=C(C(=O)OC)C1c1ccc(C)s1	-1
CC(C)C[C@H](NC(=O)N1CCN(c2ccccc2)CC1)C(=O)O	3
C=CCn1c(SCc2cccnc2)nnc1-c1ccncc1	-2
COc1ccccc1Cn1c(=S)[nH]c2ccc(Cl)cc2c1=O	-1
O=C(CSc1ncccn1)Nn1cnnc1	-11
CCOC(=O)c1[nH]c(C)c(C(=O)NCCC2=CCCCC2)c1C	-7
CCOC(=O)C1=C(C)NC2=C(C(=O)C(C(=O)OCC)C(c3cccc(OC)c3)C2)C1c1ccsc1 (stereo not drawn)	-2
O=C(Nc1ccc([N+](=O)[O-])cc1Br)c1cccnc1	-34
Cn1c(C(O)c2ccc(Cl)cc2)nc(Cl)c1Cl (stereo not drawn)	-2
CCCCNC(=O)CSc1nc2ccccc2c2nc3ccccc3n12	-13
CCOc1ccc(NC2=C(Cl)C(=O)N(c3ccc(C)cc3C)C2=O)cc1	4
CCOC(=O)C1CCCN(S(=O)(=O)c2cn(C)c(=O)n(C)c2=O)C1 (stereo not drawn)	1
Cc1c(=O)n(OCc2ccccc2F)c2ccccc2[n+]1[O-]	-10
Cn1ccnc1SCC(=O)Nc1ccc(F)cc1	-13
COc1ccccc1N=Cc1ccsc1S	-38
COc1ccc(CNC(=O)c2cnn3c(C)c(Cc4c(C)cc(C)cc4C)c(C)nc23)cc1	-2
Cc1ccc(S(=O)(=O)Cn2nnnc2CN2CCOCC2)cc1	1
O=C(O)c1ccc2c(c1)ncn2C1CCCCC1	-15
CN1CCN(S(=O)(=O)c2ccc(NC(=O)C3CCCCC3)cc2)CC1	3
CCOc1ccc(-c2cc(C(F)(F)F)c(C#N)c(SCCC(=O)O)n2)cc1	-16
Cc1cc(=O)oc2ccc(O)cc12	-1
O=C(O)[C@H](Cc1ccccc1)N1C(=O)c2ccncc2C1=O	-2
Cc1csc(NC(=O)c2ccccc2C(=O)O)n1	1
Continued:
SMILES	14-3-3g Raf
COc1ccccc1Nc1nc(N)nc(CSc2nc(C)cc(C)n2)n1	-3
CCC(=O)N1CCc2cc(S(=O)(=O)Nc3cccc(SC)c3)ccc21	0
OC(CCN1CCCCC1)(c1ccccc1)c1ccccc1	-3
COC(=O)C(NC(=O)COc1ccccc1)(Nc1cc(C)ccn1)C(F)(F)F (stereo not drawn)	6
COCCn1c(SCC(=O)c2ccc(F)cc2)nnc1C(C)C	-6
c1ccc(CCNc2ncnc3nc[nH]c23)cc1	-2&-5
Cc1ccc(N(CC(=O)NCc2ccc3c(c2)OCO3)S(C)(=O)=O)cc1	6
COCCn1c(SCC(=O)Nc2nc(C)c(Cl)cc2Cl)nc2ccccc21	-5
CCOc1ccc(NC(=O)N(CCN2CCOCC2)Cc2ccc3c(c2)CCCN3CC)cc1	-3
Cc1ccc(NC2=NC(c3ccccc3)n3c(nc(C)cc3=O)N2)cc1 (stereo not drawn)	-2
c1cncc(-c2noc(-c3cccnc3)n2)c1	-5
CC1CCC(NC(=O)CC2Oc3ccccc3NC2=O)CC1 (stereo not drawn)	5
CC(=O)N1c2c(cc(Br)cc2S(=O)(=O)N(C)Cc2ccccc2)CC1C (stereo not drawn)	-3
O=C(NCc1cccc(Cl)c1)c1ccc(N2CC3CC(C2)c2cccc(=O)n2C3)c(NC(=O)c2cc3ccccc3oc2=O)c1 (stereo not drawn)	-5
CCOC(=O)c1c(C)oc2ccc(NS(=O)(=O)c3ccc(Cl)c([N+](=O)[O-])c3)cc12	1
COc1ccc(C2=NN3COc4ccc(Br)cc4C3C2)cc1 (stereo not drawn)	-10
Cc1ccc(S(=O)(=O)Nc2nc3ccccc3nc2N2CCN(C)CC2)cc1	-1
COC(=O)n1c(=S)oc2cc(Cl)ccc21	1
N#CCCN(C(=O)Nc1ccccc1)c1ccccc1	-4
CCC(C(=O)Nc1cccc(Cl)c1)n1nc(-c2ccc(OC)cc2)ccc1=O (stereo not drawn)	-31
Cc1ccc(Cl)cc1N1CCN(C(=O)c2cccn3c(=O)c4cc(Br)ccc4nc23)CC1	-3
CCn1c(SC)nc2ccccc2c1=O	1
COc1ccc(CCNC2=NCC(C)S2)cc1 (stereo not drawn)	2
O=C(Nc1cccc(-c2nc3ccccc3[nH]2)c1)c1cccc(Oc2ccccc2)c1	-5
COc1ccc(OCC(=O)Nc2ncc(Cc3cccc(C(F)(F)F)c3)s2)cc1	12
CN(C)CCCN1C(=O)C(O)=C(C(=O)c2ccco2)C1c1cccs1 (stereo not drawn)	-1
Cc1ccc(CNC(=O)c2ccc3c(c2)NC(=O)c2ccccc2N3)cc1	-10
CCOC(=O)N1CCN(C(=O)c2cc3c(-c4ccc(Cl)cc4)nn(C)c3s2)CC1	-13
CCOC(=O)c1c(NC(=O)c2cc([N+](=O)[O-])nn2Cc2ccccc2)sc(C)c1C	-3
COc1cccc(NC(=O)Cn2c3ccccc3c(=O)c3cc(C)ccc32)c1	-3
CC(=O)c1ccc(NC(=O)c2ccc3snnc3c2)cc1	-5
CCCn1c(SCC(=O)N2CCCc3ccccc32)nc2c1c(=O)n(C)c(=O)n2C	2
O=C(OCCN1C(=O)c2cccc3c(N4CCOCC4)ccc(c23)C1=O)c1ccccc1Br	-13
Cc1nnc(SCC(=O)Nc2ccccc2[N+](=O)[O-])s1	-1
COc1cccc(NS(=O)(=O)c2ccc3[nH]cc(C(=O)N4CCN(c5ccccc5)CC4)c(=O)c3c2)c1	-9
COc1ccccc1Nc1ccc2ccccc2c1	-13
CCOC(=O)c1ccc(NC(=O)CC2SCCNC2=O)cc1 (stereo not drawn)	3
CS(=O)(=O)N(CC(=O)NC1CCCC1)c1cccc(F)c1	3
Cn1cnnc1SCc1ccc(C(=O)O)cc1	-3
CCN(CC(=O)NC)S(=O)(=O)c1ccc(C)cc1	1
CCOC(=O)C(C)(C)Sc1nc2c(c(=O)n1-c1ccc(OCC)cc1)SCC2	-14
Cc1ccc(-n2ncc3c(=O)[nH]c(SC(C)c4ccccc4)nc32)cc1C (stereo not drawn)	13
COc1ccc(-n2c(COc3ccccc3)n[nH]c2=S)cc1	-3
COc1ccc(C2(C#N)CCC(O)(C#N)CC2)cc1OC (stereo not drawn)	-1
CCCCN(C)C(=O)CNC(=O)Cn1cnc2ccccc2c1=O	-5
COc1ccc(C(NC(=O)Cc2cc3ccccc3[nH]2)C(=O)Nc2ccc3c(c2)OCCO3)cc1 (stereo not drawn)	-6
CCCCNC(=O)CC1SC(=NC)N(C)C1=O (stereo not drawn)	0
COC(=O)c1ccc2c(c1)sc(=NC(=O)c1ccc(S(=O)(=O)N(C)C)cc1)n2C	3
COc1ccc(CCNC(=O)c2ccc3c(=O)n(Cc4ccc5c(c4)OCO5)c(=O)[nH]c3c2)cc1OC	-14
Nc1ccccc1Oc1nnnn1-c1ccccc1	-4
Remaining list, next part
SMILES	14-3-3g Raf
CCC(C)n1c(SCC(=O)OCc2ccccc2)nc2ccsc2c1=O (stereo not drawn)	1
N#Cc1nc(Cc2ccccc2)oc1NCCCn1ccnc1	2
CC1Cc2ccccc2N1C(=O)CSc1nnnn1-c1ccc2c(c1)OCCO2 (stereo not drawn)	-7
O=C(NCc1ccc2c(c1)OCO2)c1ccc2c(c1)N(Cc1cccc(Cl)c1)C(=O)CS2	1
CC(C)(C)c1ccc(C(=O)Nc2ncc(Cc3ccc(F)cc3)s2)cc1	-18
COc1ccccc1CNC(=O)CCc1nc2ccccc2n(Cc2ccc(C)cc2)c1=O	4
Cc1cc(NS(=O)(=O)c2ccc(NC(=O)c3ccco3)cc2)no1	-4
O=C(CSc1nnc(-c2ccc(S(=O)(=O)N3CCCC3)cc2)o1)NCc1ccco1	-9
COC(=O)c1ccc(C2C(C(=O)OCC3CCCO3)=C(C)NC3=C2C(=O)CC(c2cccs2)C3)cc1 (stereo not drawn)	-12
O=C1C(=O)N(c2ccccc2)C(c2cccc([N+](=O)[O-])c2)/C1=C(\O)c1ccccc1 (stereo not drawn)	-10

Random excerpt: 2 records from the list, in no set order.
SMILES	14-3-3g Raf
CC(=O)c1ccc(NC(=O)c2ccc3snnc3c2)cc1	-5
COc1ccc(C(NC(=O)Cc2cc3ccccc3[nH]2)C(=O)Nc2ccc3c(c2)OCCO3)cc1 (stereo not drawn)	-6

(cont.)
SMILES	14-3-3g Raf
CCOC(=O)c1ccc(-n2c(N)c(C(=O)Nc3ccccc3OC)sc2=S)cc1	0
O=C(Nc1ccc(Cl)cc1C(F)(F)F)c1cc(S(=O)(=O)N2CCOCC2)ccc1F	7
CCOC(=O)c1ccc(NC(=O)C2C3CCC(C3)C2C(=O)O)cc1 (stereo not drawn)	-1&3
O=C(C1CCCCC1)N1CCCn2c1nc1ccccc12	3
COc1ccc(CNCc2ccc(OC)c(OC)c2OC)cc1	-5
COc1ccc(S(=O)(=O)CCC(=O)Nc2cccc(SC)c2)cc1	-16
Cc1nn(-c2ccccc2)c(Cl)c1C(=O)Oc1cccc2cccnc12	-5
O=C(Nc1ccc2oc(-c3ccccc3Cl)nc2c1)c1ccc([N+](=O)[O-])o1	-7
Cc1sc2nc3c4ccccc4c(N4CCCCC4)nn3c(=O)c2c1C	-11
O=C(Nc1nc(-c2ccc(Br)cc2)cs1)c1cc2cc(Cl)ccc2oc1=O	-2

Quoted from the listing.
COc1ccc(CNCc2ccc(OC)c(OC)c2OC)cc1 in 14-3-3g Raf is entered as -5
Cc1sc2nc3c4ccccc4c(N4CCCCC4)nn3c(=O)c2c1C in 14-3-3g Raf is entered as -11
O=C(Nc1ccc2oc(-c3ccccc3Cl)nc2c1)c1ccc([N+](=O)[O-])o1 in 14-3-3g Raf is entered as -7

Returning to the listing, starting 5 compounds before the break.
SMILES	14-3-3g Raf
COc1ccc(S(=O)(=O)CCC(=O)Nc2cccc(SC)c2)cc1	-16
Cc1nn(-c2ccccc2)c(Cl)c1C(=O)Oc1cccc2cccnc12	-5
O=C(Nc1ccc2oc(-c3ccccc3Cl)nc2c1)c1ccc([N+](=O)[O-])o1	-7
Cc1sc2nc3c4ccccc4c(N4CCCCC4)nn3c(=O)c2c1C	-11
O=C(Nc1nc(-c2ccc(Br)cc2)cs1)c1cc2cc(Cl)ccc2oc1=O	-2
COc1ccc(CCn2nnnc2C(c2ccccc2)N2CCN(C)CC2)cc1OC (stereo not drawn)	2
CCCCOc1ccc(C2(C(=O)O)CCCC2)cc1	3
c1ccc(SCc2nc(-c3ccncc3)no2)cc1	4
COc1cc2[nH]c(=O)n(CCCC(=O)N3CCN(c4ccccn4)CC3)c(=O)c2cc1OC	-3
